MPTP inh: blocks calcium-induced mitochondrial swelling; inhibition, % at 10 µM; isolated mouse mitochondria, Ca2+ swelling absorbance, 30 min; 1.4% of 360,000 active;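 active = inhibition of 50% or more, scaled per plate between neutral and stimulator controls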;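 also: 0% = DMSO wells given calcium and 100% = 1 mM EGTA wells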
Numbers without * were called inactive; & = joins results of further samples. A portion of the library; count on the stated rates, not on these rows.

SMILES | MPTP inh
COc1cc(-c2cnc3c(NC=O)cc(-c4cccc(C(F)(F)F)c4)cn23)cc(OC)c1OC | -1.4
CCc1nc2ccc(C(=O)Nc3ccc(OC)c(OC)c3)cn2c1N(CC)Cc1cccc(Br)c1 | 0.4
O=C(Nc1ccc(F)c(Cl)c1)c1cc(C2CCCCN2C(=O)c2ccccc2)on1 (configuration not stated) | 0.7
CC(C)COC(=O)N1CCCCC1c1cc(C(=O)NCc2cccnc2)no1 (configuration not stated) | -1.6
O=C(O)c1ccc(S(=O)(=O)NN=Cc2c[nH]c3ccccc23)cc1 | 1.5
O=C1C(=O)C(Cl)=C(Cl)C(Cl)=C1Cl | 2.1
CC1(Cc2cccc(C(F)(F)F)c2)C(=O)Nc2c(Cl)cccc21 (configuration not stated) | -0.3
COc1ccc(CC(N)c2csc(NC(=O)CCc3ccccc3)n2)cc1 (configuration not stated) | 4.7
Cc1cc(=O)c(C(=O)Nc2cccc(C(=O)NC3CC3)c2)nn1-c1ccccc1 | 0.8
O=C(Nc1ccc(Cl)cn1)c1cccc(S(=O)(=O)N2CCCCCC2)c1 | 0.8
CCOC1=C2[C@H](c3ccccc3)N(S(=O)(=O)c3ccc(C)cc3)C[C@H]2n2c(=O)n(-c3ccccc3)c(=O)n2C1 | -0.9
OCc1ccccc1-c1cccc2nccn12 | -0.1

Eleven structures out of the list, sorted by length of the SMILES, low to high:
SMILES | MPTP inh
OCc1ccccc1-c1cccc2nccn12 | -0.1
O=C1C(=O)C(Cl)=C(Cl)C(Cl)=C1Cl | 2.1
COc1ccc(CC(N)c2csc(NC(=O)CCc3ccccc3)n2)cc1 (configuration not stated) | 4.7
CC1(Cc2cccc(C(F)(F)F)c2)C(=O)Nc2c(Cl)cccc21 (configuration not stated) | -0.3
CC(C)COC(=O)N1CCCCC1c1cc(C(=O)NCc2cccnc2)no1 (configuration not stated) | -1.6
O=C(O)c1ccc(S(=O)(=O)NN=Cc2c[nH]c3ccccc23)cc1 | 1.5
O=C(Nc1ccc(Cl)cn1)c1cccc(S(=O)(=O)N2CCCCCC2)c1 | 0.8
Cc1cc(=O)c(C(=O)Nc2cccc(C(=O)NC3CC3)c2)nn1-c1ccccc1 | 0.8
CCc1nc2ccc(C(=O)Nc3ccc(OC)c(OC)c3)cn2c1N(CC)Cc1cccc(Br)c1 | 0.4
COc1cc(-c2cnc3c(NC=O)cc(-c4cccc(C(F)(F)F)c4)cn23)cc(OC)c1OC | -1.4
CCOC1=C2[C@H](c3ccccc3)N(S(=O)(=O)c3ccc(C)cc3)C[C@H]2n2c(=O)n(-c3ccccc3)c(=O)n2C1 | -0.9

Continuation:
SMILES | MPTP inh
O=C(CCC1CCCN(C(=O)c2cc(F)ccc2F)C1)N1CCN(c2ccccn2)CC1 (configuration not stated) | -0.5
CC(C)C[C@H]1CN([C@@H](Cc2ccccc2)CN2CCCC2CN2C(=S)NC[C@@H]2Cc2ccccc2)C(=S)N1CC1CCCCC1 (some centres not stated) | 3.4
O=C(COC(=O)C1CC1)Nc1cccc(Cl)c1 | -0.1
CC(C)NC(=O)N(C)C[C@H]1OCCCC[C@H](C)Oc2ccc(NS(=O)(=O)c3ccccc3)cc2C(=O)N([C@H](C)CO)C[C@H]1C | 2.7
CC1C(=O)N(Cc2cn(CCC3OCCCO3)nn2)CCS(=O)(=O)N1Cc1ccc(-c2ccncc2)cc1 (configuration not stated) | -0.6
NC(=O)c1nnn(Cc2cc(Cl)c(C(=O)c3ccc(Cl)cc3)c(Cl)c2)c1N | 73*
C[C@@H]1O[C@H](CCc2cccc(Cl)c2)CC2=C1C(=O)OC(C)(C)O2 | -0.3
O=C(NCCc1ccccc1F)c1cc(COc2ccc(F)cc2F)on1 | -1.2
CC1(C(=O)Nc2ccc(Cl)c(Cl)c2)CCN1CCc1ccccc1 (configuration not stated) | 4.0
O=C(C[C@@H]1C=C[C@@H](NC(=O)C2CC2)[C@@H](CO)O1)NCc1ccccc1Cl | 2.8
CC(=O)NCCNc1nc2cc(-c3ccc(C(=O)N4CCN(C)CC4)cc3)sc2c(=O)n1C | -0.1
C[C@@H](O)CNC(=O)c1[nH]cnc1C(=O)Nc1ccc(CNC(=O)OC(C)(C)C)cc1 | 0.5
CCOC(=O)C1CCCN(C(=O)c2cccc(S(=O)(=O)NCc3ccccc3)c2)C1 (configuration not stated) | 0.8
CCOC(=O)C1=C(COC(=O)CNS(=O)(=O)c2ccc(C)c(C)c2)NC(=O)NC1C (configuration not stated) | 1.4
O=C(NNC(=O)C(c1ccccc1)c1ccccc1)c1ccccc1O | 0.8
CC(=O)Nc1ccc(-c2ccnc3c2CC(C)(C(=O)Nc2ccc(Cl)c(C(F)(F)F)c2)O3)cc1 (configuration not stated) | -0.5
CCCCNC(=O)c1nc(-c2cccc(C(F)(F)F)c2)oc1-c1ccc(OC(F)(F)F)cc1 | 0.5
COCCNC(=O)C1(C)CCCN(Cc2csc(-c3ccc(Cl)cc3)n2)C1 (configuration not stated) | 0.5
CCOc1ccc(NC(=O)CN(C)C(=O)c2cc3c(s2)CCC3)cc1OCC | 1.4
FC(F)(F)c1ccccc1Cc1c(C2CCCCC2)nc2ccc(Cl)cn12 | 0.5
CC1(C(=O)NS(=O)(=O)C2CC2)CCN(C(=O)c2ccccc2C(F)(F)F)C1 (configuration not stated) | 1.5
CC1=C(C(=O)N2CCCCCC2)CC(CC(=O)NCCN2CCOCC2)C(=O)N1CCCN1CCCC1=O (configuration not stated) | 0.5
CNc1cnc(-c2ccc(F)c(F)c2F)cn1 | 0.6
CC(C)(C)OC(=O)N1CCc2onc(-c3ccccc3F)c2C1=O | 1.1
COc1ccccc1CNC(=O)C[C@@H]1CC[C@H]2[C@@H](COC[C@H](O)CN2Cc2ccccc2)O1 | 0.7
CC(C)(C)n1nnnc1C(c1cccs1)N1CCN(C/C=C/c2ccccc2)CC1 (configuration not stated) | 0.1
COc1ccc(OC)c(NC(=O)C2(C)CCN2C(C)C)c1 (configuration not stated) | 0.7
CCOC(=O)C1(C)CCCN1C(=O)c1cccc(F)c1 (configuration not stated) | 0.4
CC(=O)Nc1cccc(-c2ccnc3c2CC(C(=O)Nc2cccc(OC(F)(F)F)c2)O3)c1 (configuration not stated) | -0.7
CC1(C(=O)NS(=O)(=O)c2cccc(Cl)c2)CCN1C(=O)Cc1ccccc1 (configuration not stated) | -0.5
CCc1cccc(NC(=O)COC(=O)c2c(-c3ccccc3)noc2C)c1 | 1.3
O=C(Nc1ccc2c(c1)OCCO2)C(c1ccncc1)n1c(=O)c(-c2ccco2)nc2ccccc21 (configuration not stated) | 23
O=C1NC[C@@H](CCCCN2C[C@H](Cc3ccccc3)N(CCc3ccccc3)C(=O)C2=O)N(CCc2ccccc2)C1=O | -0.6
CN[C@H]1C[C@@H](c2ccccc2)N(C(C)=O)C[C@H]1CO | -1.2
COc1ccc(NC(=O)C(c2ccnc3ccccc23)n2c(=O)c(-c3ccccc3)nc3ccccc32)cc1 (configuration not stated) | 0.3
CC(=O)C1=CCC(c2ccccc2)N(S(=O)(=O)c2ccccc2C)C1 (configuration not stated) | -1.1&-0.9
COc1ccc(NC(=O)Cn2nnc(-c3ccccc3)c2COc2ccc(C(C)=O)cc2)cn1 | 0.3
CCOC(=O)C1(C)CCCCCN1C(=O)c1ccco1 (configuration not stated) | 0.5
CC(C)CCN1C(=O)CSCC1(C)C(=O)NCc1ccccc1 (configuration not stated) | -0.3
C[C@@H]1CN([C@@H](C)CO)C(=O)CCCn2nncc2CO[C@H]1CN(C)C | -2.0
CCOC(=O)C1=CCN(S(=O)(=O)c2ccccc2C)C1c1ccc(C)cc1 (configuration not stated) | -0.5
COc1ccc(CNC(=O)CC[C@H]2O[C@@H](n3ccc(=O)[nH]c3=O)[C@H](O)[C@@H]2O)cc1 | -1.4
COc1ccc(CNC(=O)C2CCC(=O)N(C3CCCCCC3)C2)c(OC)c1 (configuration not stated) | -0.6
N#Cc1ccc(C(=O)N2CCCCC2c2cc(C(=O)NCc3ccccc3)no2)cc1 (configuration not stated) | -0.3
Cc1c(C(=O)NCc2ccc3c(c2)OCCO3)sc(=O)n1Cc1cccc(C(F)(F)F)c1 | -1.0
N#Cc1ccccc1NC(=O)C1CCCO1 (configuration not stated) | 0.5
O=C(Nc1nnc([C@H]2C[C@H](O)[C@@H](CO)O2)s1)c1cccc(C(F)(F)F)c1 | 0.9
CCC(=O)N1CCC1(C)C(=O)Nc1ccc2scnc2c1 (configuration not stated) | -0.2
CCN(CC)C(=O)C1=C(C)N(Cc2ccc(F)cc2)C(=O)C(CC(=O)NCCc2ccccn2)C1 (configuration not stated) | -0.3
C[C@H](CO)N1C[C@H](C)[C@H](CN(C)C(=O)Nc2cccc(F)c2)Oc2cc(C#CC3(O)CCCC3)ccc2S1(=O)=O | -2.3
CC(C)(C)N1C(=O)c2ccccc2NC(=O)C1C(=O)NCCc1ccccc1 (configuration not stated) | -1.3
CCOC1=C2[C@@H](CN(S(=O)(=O)c3ccc(C)cc3)[C@H]2c2cccc3ccccc23)[C@H]2C(=O)N(c3ccccc3)C(=O)[C@H]2C1 | -0.3
Cc1cccc(C(=O)NNC(=O)C2CCCCC2)c1O | -0.7
CC(C)N(C)c1ncnc2c1ncn2[C@H]1CN(Cc2cccs2)C[C@@H](CO)O1 | -1.0
Cc1cc(C)n(CCNC(=O)[C@H]2O[C@@H](n3ccc(N)nc3=O)[C@H](O)[C@@H]2O)n1 | -1.5
Cc1cccc(C)c1-n1nnnc1C(c1ccnc2ccccc12)N1CCN(C/C=C/c2ccccc2)CC1 (configuration not stated) | 1.4
COC(=O)[C@@]12C[C@@H](CC(=O)N3CCN(C(=O)c4ccco4)CC3)C(=O)N(Cc3ccccc3)C1=CCC(C)(C)C2 | 1.3
COc1cccc(NC(=O)N(C)C[C@@H]2OCc3cnnn3CCCC(=O)N([C@@H](C)CO)C[C@H]2C)c1 | -1.0
CSc1ccccc1CNc1nc(NCC2CC2)nc2ccsc12 | 91*
CC(=O)NCCNc1nc(NCc2cccs2)nc2ccsc12 | 0.2
New compounds follow:
SMILES | MPTP inh
COc1ccc(N2CCN(C(=O)c3ccc(CS(=O)c4cccc(Cl)c4)o3)CC2)cc1 (configuration not stated) | -0.7
OC(c1cccc(F)c1)c1ncc(-c2ccc(Oc3ccccc3)cc2)[nH]1 (configuration not stated) | 4.8
Cc1cc(OCC(=O)Nc2nnc(C3CC3)s2)ccc1Cl | 0.0
Cc1cccc(C)c1NC(=O)C(c1ccccc1)N1CCC(c2ccccc2)CC1 (configuration not stated) | -1.5
O=C(Cc1ccccc1)NCC(=O)N1CCN(c2ccc(F)cc2)CC1 | -1.1
Cc1ccccc1-c1cnc(C(O)c2ccc(F)cc2C)[nH]1 (configuration not stated) | 4.2
CNC(=O)OCc1cocc1COC(=O)NC | 1.1
CC(C)C[C@@H]1O[C@H](CCc2ccccc2)Cc2[nH]c(=S)[nH]c(=O)c21 | -3.1
COC(=O)c1ccc(Cn2c(C)c(C(=O)NCc3cccc(C(F)(F)F)c3)sc2=O)o1 | -0.3
CC1(Oc2cccc(C#N)c2)CCN(Cc2csc3ccccc23)C1 (configuration not stated) | -0.3
CCc1nc2ccc(C(=O)NCCCN3CCCC3=O)cn2c1N(C)C(=O)c1cccc(OC)c1 | 3.8
CCC/C=C/c1ccc(CN2C(CC(C)C)C(=O)N(Cc3cn(CCC4OCCO4)nn3)CCS2(=O)=O)cc1 (configuration not stated) | 0.1
COC(=O)[C@]12CCCCC=C1N(Cc1ccco1)C(=O)[C@H](CC(=O)NCc1ccccc1)C2 | -0.1
CC(=O)C(Cc1ccccc1)NC(=O)COC(=O)c1cc(S(=O)(=O)N2CCOCC2)ccc1F (configuration not stated) | 0.1
Cc1ccc(S(=O)(=O)C[C@@H]2OC[C@H](CO)N2S(=O)(=O)c2ccc(C)cc2)cc1 | 9.3
Cc1c(C(=O)NCc2cccc(C(F)(F)F)c2)sc(=O)n1Cc1ccc(S(=O)(=O)N(C)C)cc1 | 0.3
O=C(NCCc1ccccc1F)C1CC(=O)N(c2ccc3c(c2)OCCO3)C1 (configuration not stated) | -1.2
COc1cc(C(O)c2nc(-c3csc4ccccc34)cs2)ccc1F (configuration not stated) | 1.6
NC(c1csc(NC(=O)Nc2cccc(C(F)(F)F)c2)n1)C1CCCCC1 (configuration not stated) | 9.3
CCOC(=O)[C@]12CCCC=C1N(Cc1ccc3c(c1)OCO3)C(=O)[C@H](CC(=O)NCc1ccc(OC)c(OC)c1)C2 | 0.7
CCc1cccc(NC(=O)COC(=O)CSc2ccc(C)cc2)c1 | 0.7
CCc1nc2ccc(C(=O)NCc3ccccc3OC)cn2c1N(CC)CCOC | 1.0
O=C(NC1CCCCC1)C1c2ccccc2OCC(=O)N1Cc1ccc2c(c1)OCO2 (configuration not stated) | 0.7
CCc1nc2c(OCC(N)=O)cccn2c1N(C)C(=O)C(C)C | -0.9
Cc1cc(C)nc(Nc2nc(C(N)CCc3ccccc3)cs2)n1 (configuration not stated) | 2.8
O=C(Nc1ccc2c(c1)OCCO2)C1C(=O)Nc2ccccc2C(=O)N1C1CCCCC1 (configuration not stated) | -0.5
C#CCN(C[C@@H]1[C@@H](OC(=O)NC2CC2)[C@@H](OC(=O)NC2CC2)Cn2c(=O)n(CCCCCC)c(=O)n21)S(=O)(=O)c1ccc(C)cc1 | -0.6
COC(=O)[C@]12CCCCC=C1N(Cc1ccc(Cl)cc1Cl)C(=O)[C@H](CC(=O)NCc1cccc(C(F)(F)F)c1)C2 | 0.4
Nc1ncnc2c1ncn2[C@@H]1O[C@H](C(=O)NCc2ccc(OC(F)(F)F)cc2)[C@@H](O)[C@H]1O | -0.7
COCC1CCN(C(=O)c2cc(COc3ccc(OC)cc3Cl)on2)C1 (configuration not stated) | 1.4
C[C@@H]1CN([C@H](C)CO)S(=O)(=O)c2ccc(C#Cc3ccccc3)cc2O[C@@H]1CN(C)C(=O)CN(C)C | -3.8

Copied from the list:
`Cc1cc(C)nc(Nc2nc(C(N)CCc3ccccc3)cs2)n1` (configuration not stated) – MPTP inh: 2.8
`C#CCN(C[C@@H]1[C@@H](OC(=O)NC2CC2)[C@@H](OC(=O)NC2CC2)Cn2c(=O)n(CCCCCC)c(=O)n21)S(=O)(=O)c1ccc(C)cc1` – MPTP inh: -0.6

Screening data deposited in PubChem BioAssay by Sanford-Burnham Center for Chemical Genomics.
